GPR55 antagonists: GPR55 antagonists blocking LPI-driven arrestin recruitment, primary screen, imaging, U2OS, beta-arrestin-GFP, LPI agonist (AID 2013); U2OS GPR55 beta-arrestin-GFP translocation imaging, LPI antagonism; higher % means a stronger effect; one-dose inhibition, % at 10 µM; IC50 in µM for titrated hits; actives 0.13% (n = 290,000);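 active means spots per cell inhibited over 60%, with over 100 cells counted and total cytoplasm intensity under 500,000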;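 further: U2OS cells stably carrying GPR55 and arrestin-GFP stimulated by 5 µM LPI near EC80; imaged beta-arrestin-GFP aggregate spots per cell after agonist stimulation; plate controls were LPI-stimulated DMSO wells for no effect and DMSO wells without LPI for full effect; some results filed as inactive read as strong as hits; confirmed hits need IC50 under 10 µM and bright autofluorescent wells are also inconclusive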
HIV fusion peptide: cell-free HIV fusion peptide-binding blockers – biochemical, uHTS, fluorescence dequenching, primary screen (AID 1986); inhibition, % at 20 µM; hits with a dose series show IC50 in µM; actives 0.3% (n = 290,000); cell-free peptide binding, fluorescence dequenching, 30 min; higher % means a stronger effect; in the data active means inhibition mostly above about 52%, no sharp cut-off; inactive means mostly below about 76%; further: some results filed as inactive read as strong as hits
KOR beta-arrestin-1: KOR antagonists, beta-arrestin recruitment, cell-based, luminescence, uHTS (AID 1778); inhibition, % at 10 µM; hits with a dose series show IC50 in µM; KOR beta-arrestin recruitment, luminescence, antagonist mode; higher % means a stronger effect; actives 0.091% (n = 290,000); further: strong numbers were not always called active
MgcRacGAP inhibition: MgcRacGAP GTPase-activating activity inhibitors, confirmation, biochemical, ADP Hunter fluorescence | MgcRacGAP-stimulated Rac1 GTP hydrolysis, ADP Hunter fluorescence; higher % means a stronger effect; GST-tagged Rac1 F28L mutant substrate | inhibition, % at 30 µM, or IC50 in µM where a hit was titrated | actives 0.6% (n = 340,000) | AID 624330;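 active means first-screen hits whose inhibition reached a set limit at any dose in the follow-up dose series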;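 further: fluorescence reports GDP produced by GAP-driven GTP hydrolysis; strong numbers were not always called active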
NOD1 inhibition: inhibition of NOD1-driven NF-kB reporter – cell-based, luminescence, uHTS, primary screen (AID 1578) | inhibition, % at 4 µM, or EC50 in µM where a hit was titrated | actives 1% (n = 290,000) | NOD1-driven NF-kB luciferase reporter cells, luminescence; higher % means a stronger effect; in the data active means inhibition mostly above about 36%, no sharp cut-off; inactive means mostly below about 34%;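 further: HEK-293T reporter cells stimulated with the NOD1 agonist gamma-tri-DAP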
GPR55 beta-arrestin: selective activators of receptor GPR55 – imaging, U2OS cells, beta-arrestin-GFP redistribution, primary screen (AID 1961); activation, % at 10 µM; hits with a dose series show EC50 in µM; actives 0.048% (n = 290,000); U2OS GPR55 beta-arrestin-GFP redistribution imaging; higher % means a stronger effect;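 active means activation above 40% with more than 50 cells counted in the well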;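 further: U2OS osteosarcoma cells stably expressing GPR55 and beta-arrestin-GFP; plate controls were DMSO negative control for no effect and LPI positive control for full effect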
KOR beta-arrestin-2: KOR agonists, beta-arrestin recruitment, primary screen, cell-based, luminescence, uHTS (AID 1777) | KOR beta-arrestin recruitment, luminescence; higher % means a stronger effect | activation, % at 10 µM, or EC50 in µM where a hit was titrated | actives 0.02% (n = 280,000); in the data active means activation above about 50%, passing the limit was not always enough; further: a part of the inactive calls stands beside numbers as strong as those of hits
NOD2 inhibition: NOD2 signaling inhibitors, cell-based, luminescence, uHTS, HEK293 (AID 1566); HEK293 NOD2/NF-kB luciferase reporter, luminescence; higher % means a stronger effect; inhibition, % at 4 µM, or EC50 in µM where a hit was titrated; actives 0.63% (n = 290,000); further: many of its hits are not listed in these tables
SV40 large T antigen: SV40 large T antigen inhibitors, biochemical (AID 1903). SV40 large T antigen ATPase/helicase inhibition assay; higher % means a stronger effect. inhibition, % at 20 µM; hits with a dose series show IC50 in µM. actives 0.39% (n = 310,000); in the data active means a potency from the dose series; further: strong numbers were not always called active
* = called active by the depositor; nt = not tested or not shown; [ ] = dose if it differs, or a comment. Unless noted, no stated cut-off is given here; in the data, active means inhibition above about 50%; inactive means the rest. This is a subset; rates above refer to the full screens.

SMILES	GPR55 antagonists	HIV fusion peptide	KOR beta-arrestin-1	MgcRacGAP inhibition	NOD1 inhibition	GPR55 beta-arrestin	KOR beta-arrestin-2	NOD2 inhibition	SV40 large T antigen
NC(=O)c1cccn(Cc2ccc(C(F)(F)F)cc2)c1=O	-3.5%	0.0%	-13.1%	nt	4.3%	0.4%	-0.3%	2.3%	1.5%
COC(=O)c1ccc2[nH]c(CO)c(-c3ccccc3)c2c1	-2.3%	1.0%	-17.6%[20 µM]	6.2%	-0.2%	-0.3%	2.2%	8.0%	9.8%
COc1ccc(C(=O)C2CCCN(Cc3ccc4nonc4c3)C2)c(C)c1 (stereo not drawn)	5.6%	-2.2%	26.1%	4.7%	-5.0%	0.0%	-3.9%	-9.5%	17.9%
O=C(NCc1ccccc1)c1ccc2c(=O)n3c(nc2c1)CCCCC3	-1.3%	-0.2%	17.3%	1.4%	-17.9%	0.3%	-1.2%	1.1%	4.1%
CCOC(=O)Cn1c(=O)oc2cc(S(=O)(=O)N3CCCc4ccccc43)ccc21	17.4%	0.4%	-25.4%	18.8%	-9.3%	-0.1%	-4.1%	-4.2%	-0.4%
CCc1ccc(N2CC(C(=O)NC3CCCCC3C)CC2=O)cc1 (stereo not drawn)	0.8%	-1.1%	-20.7%	7.1%	-7.8%	-0.2%	-2.2%	0.2%	3.7%
CC(C)(C)NC(=O)C(c1ccncc1)N(C(=O)Cn1nnc(-c2ccc(F)cc2)n1)c1ccc(F)cc1 (stereo not drawn)	7.7%	1.1%	-16.7%[20 µM]	0.3%	-43.2%	0.2%	nt	-9.5%	0.3%
COc1ccc(NC(=O)CN2CC(C)OC(C)C2)cc1Cl (stereo not drawn)	-0.3%	-0.1%	7.3%	3.9%	-32.0%	0.5%	1.7%	13.5%	2.9%
CC12CN3CC(C)(CN(C1)C3c1ccc(Cl)cc1Cl)C2=O (stereo not drawn)	6.3%	0.2%	3.1%	6.0%	-9.9%	-0.3%	1.8%	-12.3%	1.5%
CC(=O)N1CCN(c2ccc(Oc3ncnc4sccc34)cc2)CC1	0.1%	2.8%	21.3%	2.5%	26.6%	0.6%	3.7%	32.4%	11.0%
Cc1ccc(S(=O)(=O)CCC(=O)OCC(=O)c2c(C)[nH]c3ccccc23)cc1	-2.1%	1.3%	-21.0%	-1.2%	0.0%	0.2%	-3.0%	17.4%	-3.0%
COC(=O)c1ccc(COc2ccc(C(=O)c3ccccc3)cc2)o1	2.4%	0.9%	-3.6%	5.7%	-42.0%	-0.1%	3.7%	5.9%	16.4%
CCOc1ccccc1NC(=O)NC1CCN(CC(=O)Nc2ccc3c(c2)OCCO3)CC1	15.4%	-2.4%	32.4%	3.8%	-24.0%	0.2%	4.0%	2.2%	-0.1%
O=C(NCc1ccc2c(c1)OCO2)c1cc(F)c(F)cc1Cl	-16.5%	0.9%	-50.4%[20 µM]	-2.8%	-22.6%	-0.1%	-4.1%	-7.6%	2.4%
COc1ccc(S(=O)(=O)NCCc2cn3nc(C)c(C)nc3n2)cc1C	14.2%	1.4%	-4.0%	2.0%	-9.3%	-0.1%	-2.3%	11.5%	8.0%
NS(=O)(=O)c1ccc(CCNC(=O)COC(=O)C2CCC2)cc1	-12.3%	-0.1%	-30.5%	8.1%	39.0%	-0.4%	7.7%	-39.6%	9.4%
CCOC(=O)c1csc(NC(=O)CSc2nnnn2-c2ccc(OC)c(OC)c2)n1	6.5%	0.4%	-7.5%	6.8%	-0.8%	-0.2%	-3.9%	5.5%	3.3%
Cc1ccccc1CC1(CO)CCCN(C(=O)c2cc(Cl)ccc2F)C1 (stereo not drawn)	-0.3%	2.6%	-25.7%[20 µM]	8.6%	-20.6%	0.0%	nt	12.9%	0.4%
CC(=O)Nc1sc(/C(C#N)=C\c2cccc(Cl)c2)nc1-c1ccc(C)cc1	14.0%	61.1%*	9.5%	10.2%	-19.7%	-0.2%	-2.0%	27.2%	4.3%
S=C(Nc1ccc2c(c1)OCO2)Nc1ccccc1Cl	-4.6%	4.6%	13.3%	15.2%	-13.2%	-0.4%	1.9%	-48.0%	10.1%

Among those listed so far, these have an NH in an aromatic ring.
SMILES	GPR55 antagonists	HIV fusion peptide	KOR beta-arrestin-1	MgcRacGAP inhibition	NOD1 inhibition	GPR55 beta-arrestin	KOR beta-arrestin-2	NOD2 inhibition	SV40 large T antigen
COC(=O)c1ccc2[nH]c(CO)c(-c3ccccc3)c2c1	-2.3%	1.0%	-17.6%[20 µM]	6.2%	-0.2%	-0.3%	2.2%	8.0%	9.8%
Cc1ccc(S(=O)(=O)CCC(=O)OCC(=O)c2c(C)[nH]c3ccccc23)cc1	-2.1%	1.3%	-21.0%	-1.2%	0.0%	0.2%	-3.0%	17.4%	-3.0%

Continuation.
SMILES	GPR55 antagonists	HIV fusion peptide	KOR beta-arrestin-1	MgcRacGAP inhibition	NOD1 inhibition	GPR55 beta-arrestin	KOR beta-arrestin-2	NOD2 inhibition	SV40 large T antigen
CC1(C)CC(=O)C2=C(C1)OC(N)=C(C#N)C2c1cccc(OC(=O)c2ccco2)c1 (stereo not drawn)	-3.4%	0.0%	-22.1%	1.4%	23.7%	-0.4%	-2.0%	-22.8%	2.6%
CC(=O)c1cc(C#N)c(Oc2ccc(F)cc2)nc1C	17.2%	-0.5%	5.0%	3.7%	12.5%	-0.1%	3.6%	19.5%	11.3%
COc1ccc(Cl)cc1Nc1cc(C)nc2nc(C)nn12	-3.0%	3.0%	10.9%	1.7%	-2.7%	-0.2%	-0.9%	-15.5%	24.4%
Cc1cc(C)n2cc(CSc3ccc(Cl)cc3)nc2n1	-7.6%	-0.3%	13.5%	3.5%	-3.3%	-0.1%	-2.5%	9.1%	13.0%
Cc1nc(-c2ccc(Cl)cc2)sc1C1(C)CC(c2cccnc2)=NO1 (stereo not drawn)	-6.1%	-1.9%	nt	10.7%	-11.2%	-0.2%	4.3%	-130.7%	28.7%
CSc1ccccc1NC(=O)c1ccccc1C	-2.1%	-2.3%	-12.2%[20 µM]	7.3%	-8.9%	0.2%	-4.7%	15.8%	5.3%
CCOC(=O)C1CCN(C(=O)c2ccccc2NS(=O)(=O)c2ccc(F)cc2)CC1	-2.4%	0.3%	29.6%	0.3%	-3.8%	-0.2%	0.4%	-3.2%	5.9%
COc1ccccc1NC(=O)C1=C(C)NC2=C(C(=O)CCC2)C1c1ccc2c(c1)OCO2 (stereo not drawn)	20.0%	-2.9%	20.5%	-0.3%	-22.3%	-0.1%	-2.2%	7.7%	5.1%
COc1ccc(-c2nc(CS(=O)CC(=O)NCCc3ccc(C)cc3)c(C)o2)cc1OC (stereo not drawn)	3.0%	-2.1%	-6.9%	9.9%	-29.7%	-0.2%	5.5%	-7.5%	12.4%
O=C(Cc1cnn(-c2ccccc2)c1)c1ccc(O)c(O)c1O	18.2%	3.1%	-20.4%	-79.4%	-19.1%	-0.1%	-1.7%	-11.6%	5.1%
O=c1c2ccccc2[nH]c(=S)n1CCN1CCCCC1	-0.9%	-0.5%	-10.2%	1.2%	-30.5%	0.0%	5.3%	7.2%	-9.2%
COc1ccc(OCC(=O)NS(=O)(=O)c2ccccc2)cc1	4.6%	-1.7%	-6.4%	4.9%	-5.9%	-0.2%	0.2%	-6.0%	2.9%
O=C(Nc1ccc(Cl)cc1)N1CCCC(Cn2cccc2)C1 (stereo not drawn)	18.0%	0.9%	10.2%	8.2%	-1.1%	-0.1%	-3.6%	5.6%	5.0%
CCN(CC)CCNc1nc(-c2ccccc2)nnc1C(F)(F)F	1.8%	-1.3%	-19.6%	3.5%	1.9%	-0.2%	-5.0%	3.5%	5.7%
COc1ccc(NC(=S)N(CCCN2CCC(C)CC2)Cc2cccs2)cc1Cl	18.8%	-0.5%	0.3%	9.8%	-25.8%	0.9%	-1.2%	-12.6%	4.1%
COc1ccc(C)cc1N(C(=O)c1cccc(F)c1)c1nc2ccccc2s1	7.8%	-1.8%	31.1%	-4.0%	-15.8%	-0.5%	8.5%	-32.0%	6.1%
COc1ccc(CCNC(=O)CCC(=O)N2CC(C)Oc3ccc(Cl)cc32)cc1OC (stereo not drawn)	12.4%	1.4%	-1.7%[20 µM]	2.8%	-5.0%	-0.1%	-0.3%	11.8%	1.4%
Clc1cccc(N2CCN(Cc3nnc(-c4ccccc4)o3)CC2)c1	-3.1%	-1.6%	6.8%	5.6%	-1.9%	-0.3%	-2.4%	5.0%	8.7%
O=C1N=C(N2CCCCC2)S/C1=C\c1cn[nH]c1-c1ccccc1	6.3%	0.9%	1.9%	-13.1%	-20.6%	0.4%	-1.7%	-21.6%	6.5%
O=S1(=O)C=C(N2CCCCC2)c2ccccc21	3.6%	-1.0%	-27.0%	16.6%	-8.4%	-0.3%	2.8%	12.4%	10.7%
CCOc1ccc2c(c1)c1nc3ccccc3nc1n2C	6.5%	23.7%	-26.9%	7.2%	-10.1%	0.0%	9.0%	-31.4%	5.8%
CCOC(=O)NC(=O)/C(N=Nc1cc(C)cc(C)c1)=C(\C)O	5.1%	0.8%	8.5%	6.4%	-20.5%	0.6%	-6.9%	-30.1%	-4.5%
COc1ccc(S(=O)(=O)Nc2ccccc2C(=O)N2CCOCC2)cc1C	-3.4%	0.9%	-37.3%	1.7%	26.2%	0.0%	6.9%	-23.5%	-1.4%
O=C(CCCN1C(=O)c2ccccc2C1=O)NCc1ccc(F)cc1	-4.2%	-0.1%	-26.9%[20 µM]	7.6%	11.5%	0.2%	-5.5%	18.4%	-0.4%
CC(C)c1cc(N=NC(N)=O)cc(C(C)C)c1O	2.6%	-2.4%	-2.4%[20 µM]	1.0%	-10.3%	0.2%	nt	1.7%	4.8%
COc1cc(/C=C/CN2CCC(Oc3ccc(C(=O)N4CCCC4)cc3)CC2)ccc1O	-1.5%	-0.5%	-25.1%	81.2µM*	18.6%	0.3%	6.2%	32.0%	nt
Cc1ccc(C=C2C(=O)c3ccccc3C2=O)o1	9.2%	17.1%	1.6%	8.4%	-2.3%	0.0%	3.3%	10.5%	12.7%
CC(C)(C)C1CCC(C(=O)NCCc2ccc(S(N)(=O)=O)cc2)CC1 (stereo not drawn)	-6.0%	0.4%	12.7%	7.8%	-18.4%	0.3%	-0.3%	-5.8%	7.0%
C=CCNC(=S)N1CCN(C2CCCCC2)CC1	1.1%	-0.8%	11.9%	12.9%	10.2%	-0.1%	1.6%	-6.4%	9.9%
CCSc1nnc(NC(=O)C(C)(C(F)(F)F)C(F)(F)F)s1	-11.3%	5.1%	-79.4%	1.3%	29.8%	0.6%	-1.1%	9.5%	2.4%
Cn1c(SCc2ccccc2)nnc1-c1ccc(O)cc1	4.3%	-0.8%	15.9%	0.1%	-34.5%	-0.1%	-3.2%	-14.9%	19.2%
Cc1cc(C)cc(NC(=O)NC(C)C2CCCO2)c1 (stereo not drawn)	-8.6%	-0.5%	-15.5%[20 µM]	4.1%	-21.3%	0.1%	-6.0%	13.9%	15.6%
